High-throughput results from PubChem BioAssay.
Jurkat NFkB inh: inhibitors of induced NF-kB luciferase reporter, primary screen, TCR NF-kB activation inhibitor project, cell-based, luminescence, uHTS; Jurkat, PMA/ionomycin-induced NF-kB luciferase reporter; actives 0.53% (n = 330,000); inhibition, % at 4 µM; in the data active = inhibition above about 50%
CCR6 antag: CCR6 receptor antagonists, primary screen, cell-based, CHO-K1, luminescence, beta-arrestin, uHTS; actives 0.49% (n = 340,000); C-C chemokine receptor type 6 (Homo sapiens), P51684; inhibition, % at 20 µM; CHO-K1 CCR6 PathHunter beta-arrestin, CCL20-stimulated;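 active = compounds whose inhibition of the agonist-driven luminescence signal at 20 µM reaches about 50%, limit read from the data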;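 note: cells stimulated with CCL20 at 14 nM final; plate controls were DMSO with CCL20 for no effect and DMSO without agonist for full effect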
EBI2 block: EBI2 receptor antagonists, beta-arrestin recruitment, primary screen, cell-based, luminescence, 7a,25-OHC stimulation, uHTS | 7a,25-OHC stimulated | inhibition, % at 5 µM | AID 651636, 2012 | actives 0.81% (n = 360,000); in the data active = inhibition above about 38%;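 note: enzyme fragment complementation signal reports receptor beta-arrestin coupling in cells; 0% = agonist plus DMSO wells and 100% = wells without agonist; some results beyond the cut were filed as inactive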
Target sequence (P32249 whole entry, looked up, the tested form may be a part): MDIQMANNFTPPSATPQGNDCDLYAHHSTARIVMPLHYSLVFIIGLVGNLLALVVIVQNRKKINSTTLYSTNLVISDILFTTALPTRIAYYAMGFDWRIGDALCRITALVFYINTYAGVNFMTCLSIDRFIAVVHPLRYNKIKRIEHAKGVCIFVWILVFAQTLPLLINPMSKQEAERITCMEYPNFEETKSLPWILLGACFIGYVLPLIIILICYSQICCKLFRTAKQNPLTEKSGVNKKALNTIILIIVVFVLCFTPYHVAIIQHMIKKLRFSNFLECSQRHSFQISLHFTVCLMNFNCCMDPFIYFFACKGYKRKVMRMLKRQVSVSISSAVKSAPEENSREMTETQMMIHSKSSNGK
Gli-Sufu block: Gli-Sufu pathway antagonists, primary screen, luciferase luminescence, Sufu-KO-LIGHT cells, uHTS. actives 0.74% (n = 340,000). inhibition, % at 5 µM. AID 588413, 2011. Sufu-KO-LIGHT fibroblasts, Gli luciferase reporter luminescence;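 active = inhibition above about 55%, limit read from the data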;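 note: 0% = DMSO-treated cells and 100% = wells with medium but no cells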
Mdm2-MdmX inh: inhibitors of human Mdm2-MdmX association, primary screen, cell-based, luminescence, split luciferase, SaOS-2, uHTS. inhibition, % at 8 µM. SaOS-2 split-luciferase Mdm2/MdmX complementation. Protein Mdm4 (Homo sapiens) + E3 ubiquitin-protein ligase Mdm2 (Homo sapiens), …. actives 3% (n = 330,000). AID 485346, 2010;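 active = inhibition of at least 50% at 8 µM in the primary screen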
697 NFkB inh: inhibitors of PMA/ionomycin-induced NF-kB reporter, 697 cells, primary screen, B-cell NF-kB inhibitor project, cell-based, luminescence, uHTS. 697 B-cell NF-kB luciferase reporter, 16 h. inhibition, % at 4 µM. actives 0.33% (n = 330,000). AID 435022, 2010; in the data active = inhibition above about 35%
XBP1 UPR activ: activators of adaptive XBP1 UPR arm, primary screen, cell-based, CHO-XBP1 luciferase reporter, luminescence, uHTS | IRE1-XBP1 UPR activation; percent of tunicamycin response, DMSO as zero | activation, % at 20 µM | actives 0.33% (n = 330,000) | AID 463104, 2010;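 active = versus positive control, 20 µM dose yields 30% or more activation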;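 note: 100% = tunicamycin at 10 µg/mL and 0% = DMSO only wells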
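Material: IRE1-XBP1 luciferase reporter CHO line / Quantity: one thousand reporter cells per well / Buffer or medium: F12 with 10% serum / Compound: 20 µM single concentration, DMSO 1% / Times: 6 h treatment, 37 °C / Detection: Steady-Glo luciferase glow luminescence, 10 min after reagent addition / Benchmarks: tunicamycin high, DMSO low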
CXCR6 inh: CXCR6 receptor inhibitors, primary screen, cell-based, beta-arrestin, luminescence, CHO-K1 PathHunter, 1536-well; actives 0.36% (n = 360,000); inhibition, % at 20 µM; C-X-C chemokine receptor type 6 (Homo sapiens), O00574; in the data active = inhibition above about 34%, passing the limit was not always enough;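 note: antagonist mode with CXCL16 agonist at 10 nM final; 0% = 10 nM CXCL16 with DMSO and 100% = unstimulated wells without agonist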
Target sequence (O00574 whole entry, looked up): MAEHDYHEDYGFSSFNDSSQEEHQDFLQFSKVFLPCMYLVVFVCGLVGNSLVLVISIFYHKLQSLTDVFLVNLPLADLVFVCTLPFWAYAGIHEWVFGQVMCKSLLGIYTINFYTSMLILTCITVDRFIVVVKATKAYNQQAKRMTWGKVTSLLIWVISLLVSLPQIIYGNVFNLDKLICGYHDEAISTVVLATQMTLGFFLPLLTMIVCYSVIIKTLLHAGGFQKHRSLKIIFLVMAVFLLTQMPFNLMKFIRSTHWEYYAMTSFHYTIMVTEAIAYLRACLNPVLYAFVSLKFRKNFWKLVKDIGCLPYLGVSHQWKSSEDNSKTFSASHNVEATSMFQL
CHOP UPR activ: activators of apoptotic CHOP UPR arm, primary screen, cell-based, CHO-CHOP luciferase reporter, luminescence, uHTS. activation, % at 10 µM. actives 0.34% (n = 330,000). UPR activation; percent of tunicamycin response over DMSO baseline;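 active = at 10 µM dose, activation of 40% or more, normalized to positive control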;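 note: 100% = tunicamycin at 10 µg/mL and 0% = DMSO alone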
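Test system: CHO-CHOP cells, stable luciferase reporter of PERK-eIF2a-CHOP signalling | Quantity: 500 CHO-CHOP cells per well | Buffer or medium: F12 plus 10% serum | Compound dosing: 10 µM single point, 0.5% DMSO | Schedule: 6 h compound treatment, 37 °C | Signal: Luciferase luminescence | Control set: Tunicamycin high control, DMSO low control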
* hit, by the source's call; nt = no result given.

canonical_smiles,Gli-Sufu block,Mdm2-MdmX inh,CCR6 antag,CXCR6 inh,CHOP UPR activ,XBP1 UPR activ,697 NFkB inh,Jurkat NFkB inh,EBI2 block
Cc1ccc(NC(=O)c2ccccc2NS(=O)(=O)c2ccc(Cl)s2)cc1,43,90*,-4,-4,3.1,0,-40,7,-20
COC(=O)c1ccc(OCC(O)CN2CCc3cc(OC)c(OC)cc3C2c2ccccc2)cc1 (stereo unspecified),58*,31,8,-1,0.4,-6,2,18,29
CC1OC(OCC2OC(Oc3c(-c4ccc(O)cc4)oc4cc(O)cc(O)c4c3=O)C(O)C(O)C2O)C(O)C(O)C1O (stereo unspecified),5,4,6,4,-1.9,-1,3,-1,5
CCCCCCC[C@H](N)[C@H](O)C(=O)N(C)[C@@H](CCS(C)=O)C(=O)N[C@@H](Cc1ccc(O)cc1)C(=O)N[C@@H](Cc1ccc(O)cc1)C(=O)O (stereo partly specified),7,16,13,-6,-1.6,0,10,-4,-13
O=C(CNC(=O)/C(=C/c1ccccc1)NC(=O)c1ccc(Br)cc1)OCc1ccccc1,-15,-20,22,2,-1.1,-3,1,10,-12
CC(C)(C)C1CCc2c(sc(NC(=O)c3cc(C4CC4)on3)c2C#N)C1 (stereo unspecified),-6,20,20,3,0.5,2,-14,10,9
O=C(CCC(=O)c1cccs1)NCCc1ccc(F)cc1,-3,17,1,2,-0.8,0,-3,7,3
C=CCn1c(SCc2ccc(C#N)cc2)nnc1-c1cccc(Cl)c1,13,17,17,11,-0.7,-5,13,3,18
COc1ccc(C)cc1NC(=O)CSc1nc2ccccc2nc1N1CC(C)OC(C)C1 (stereo unspecified),-15,46,9,6,1.3,-1,-9,17,11
Cc1ccc(NC(=S)NNC(=S)Nc2ccc(C)cc2C)cc1,17,71*,15,15,1.2,9,-7,66*,-10
Cc1ccc(-c2nn(-c3ccccc3)cc2/C=N/NC(=O)c2ccncc2)o1,-77,-40,8,-1,5.9,0,-76,-47,8
CC(/C=C1\SC(=S)N(CC(=O)N2CCN(c3ccccc3)CC2)C1=O)=C\c1ccccc1,5,20,13,7,-0.5,-3,15,1,9
Cc1nc(-c2ccc(NC(=O)C(C)(C)C)cc2)c(-c2ccccc2)o1,6,29,-2,-5,0.0,0,9,5,-11
COc1ccc(N2C(=O)CC(Nc3cccc([N+](=O)[O-])c3)C2=O)cc1 (stereo unspecified),-6,7,8,9,-1.4,-1,2,-8,12
O=C(NC1CC1)c1cc2ccccc2o1,37,7,6,-4,1.7,-2,10,-10,-1
CCCC1Cc2c(sc3ncnc(N)c23)CO1 (stereo unspecified),6,10,6,-2,0.3,-1,-14,-5,-12
Cc1cccc[n+]1CC(=O)Nc1ccc([N+](=O)[O-])cc1Cl,3,33,4,-3,-0.6,1,0,3,-9
Cc1ccc(-c2nnc(SCC(=O)N(CC(C)C)c3c(N)n(Cc4ccccc4)c(=O)[nH]c3=O)n2N)cc1,-2,13,8,6,-1.8,-1,-3,16,14
NC(=O)C[n+]1cccc2ccccc21,1,-8,-5,0,0.6,-1,1,-10,6
Cc1ccccc1N1C(=O)CN(Cc2sccc2C)C1=S,-3,25,-3,-7,0.2,1,-5,7,-8
CCOC(=O)Cc1csc(NC(=O)CSc2nnc(C)n2C)n1,3,18,5,5,-1.2,-2,-14,9,-1
COc1ccc(OC)c(-n2c(SC)nnc2-c2c[nH]c3ccccc23)c1,2,-22,8,1,2.7,5,14,5,6
CCCSc1cc(N2CCCC2)nc(-c2ccccc2)n1,0,-6,15,5,-0.9,4,8,13,-3
O=C(CNS(=O)(=O)c1ccc2ccccc2c1)OCc1nnc(-c2ccccc2)o1,-46,20,-14,-30,-3.1,-2,3,10,-20
CCc1ccccc1NC(=O)C1=CN2CCS(=O)(=O)N=C2C=C1,-4,30,17,4,-0.7,1,-8,10,-6
Cc1ccc(C)c(NC(=O)C2CC(=O)N(C(C)C)C2)c1 (stereo unspecified),-16,15,8,2,-1.5,-1,4,3,-5
O=C(NC1CCN(C(=O)N2c3ccccc3Sc3ccccc32)CC1)c1ccco1,18,29,7,-6,2.7,-2,-50,5,-52
N#Cc1ccccc1NC(=O)COC(=O)c1ccc(F)cc1F,4,-3,1,9,-0.5,-2,10,6,-3
Cc1c(NC(=O)Oc2ccccc2)sc(=S)n1C,-10,12,7,1,-0.9,-2,3,-7,-10
CC(C)[C@H](NC(=O)c1ccccc1)C(=O)OCC(=O)Nc1ccc(Cl)cc1C(F)(F)F,4,-4,6,-3,1.2,-2,-42,7,-6

Single records, from the list above:
`Cc1c(NC(=O)Oc2ccccc2)sc(=S)n1C` as listed: Gli-Sufu block: -10; Mdm2-MdmX inh: 12; CCR6 antag: 7; CXCR6 inh: 1; CHOP UPR activ: -0.9; XBP1 UPR activ: -2; 697 NFkB inh: 3; Jurkat NFkB inh: -7; EBI2 block: -10
`CCCSc1cc(N2CCCC2)nc(-c2ccccc2)n1` as listed: Gli-Sufu block: 0; Mdm2-MdmX inh: -6; CCR6 antag: 15; CXCR6 inh: 5; CHOP UPR activ: -0.9; XBP1 UPR activ: 4; 697 NFkB inh: 8; Jurkat NFkB inh: 13; EBI2 block: -3

Remaining list, next part:
canonical_smiles,Gli-Sufu block,Mdm2-MdmX inh,CCR6 antag,CXCR6 inh,CHOP UPR activ,XBP1 UPR activ,697 NFkB inh,Jurkat NFkB inh,EBI2 block
O=C(/C=C/c1ccc(Cl)cc1)NC1CC2CCC1C2 (stereo unspecified),-39,9,21,3,4.2,0,7,-25,63*
CCc1sc(C(=O)Nc2ccsc2C(=O)OC)cc1Br,4,-20,11,6,-0.4,1,8,-3,11
COc1ccc(C2=CCCC2)c(OC)c1,0,nt,5,-2,nt,nt,nt,nt,-12
CC(=O)Nc1ccc(S(=O)(=O)Nc2cc([N+](=O)[O-])ccc2C)cc1,3,-13,14,7,-1.4,-2,-8,12,2
CC(=O)C1=C(c2ccccc2)N(C(C)=O)n2c(C)nnc2S1,2,13,100*,31,1.4,-5,17,7,35
Cn1c(O)c(N=Nc2ccccc2)c2ccccc21,-5,-4,10,0,0.7,-3,-24,-15,3
CCCCn1c(N)c(N(Cc2ccccc2OC)C(=O)c2sccc2C)c(=O)[nH]c1=O,-8,2,6,4,0.8,-2,11,-2,-12
O=C(Nc1c(Cl)cccc1Cl)c1cc(-c2ccco2)on1,20,-11,11,2,4.7,9,7,1,-4
CCOc1ccc(-c2cc(N)n(S(=O)(=O)c3cccc4nsnc34)n2)cc1,-11,14,8,7,-0.4,0,3,3,5
CC1=NN(c2ccccc2)C(=O)/C1=C\c1c(C)[nH]n(-c2ccccc2)c1=O,11,-4,38,19,-1.0,0,6,8,18
O=C(CN(Cc1ccco1)C(=O)CNS(=O)(=O)c1ccc(Cl)cc1)NCc1ccco1,-20,19,12,4,4.6,0,11,7,-9
CSc1nc2nc(C)c(CCC(=O)OCC(=O)Nc3ccc(F)cc3)c(C)n2n1,3,34,8,7,-0.2,0,4,0,-3
O=C(NCc1ccccc1)c1cccc(COc2cc(Cl)ccc2Cl)c1,-81,-21,18,-7,3.6,4,-90,-4,2
COc1ccc(Cl)cc1S(=O)(=O)Nc1ccc(Cl)cn1,-2,-27,1,-3,2.7,1,2,17,-18
Cc1c(C(=O)N2CCCC2)sc(NC(=O)c2ccc(Cl)cc2)c1C#N,-1,14,0,2,-3.4,-3,6,1,8
CCN(CC)C(=O)[C@H]1C[C@H](CC(=O)NCCCN(C)C)C(=O)N2CCc3c([nH]c4cc(-c5ccco5)ccc34)[C@]12C,1,34,11,1,3.2,3,24,nt,0
CN(CC(=O)Nc1ccccc1Br)C(=O)CN1CCN(Cc2cccc(Cl)c2)CC1,2,0,9,2,-0.8,-1,-12,7,9
Cc1cc(C)n(-c2nc3c(c(=O)[nH]c(=O)n3C)n2CC(C)C)n1,-2,7,18,1,-2.5,-2,16,1,8
Cc1ccc(NS(=O)(=O)c2cccc(C(=O)Nc3cccnc3)c2)c(C)c1,4,11,14,3,-1.1,-4,-2,14,4
CC(C)CC(OC(=O)c1ccco1)C(=O)NC1CCCCC1 (stereo unspecified),20,-18,6,-3,2.1,-3,10,5,-2
COc1ccc(N/C=C/C(=O)c2ccc(OC)c(OC)c2)cc1,-28,29,7,8,6.4,2,-5,-15,7
CCCCOc1nc2c(c(=O)n(C)c(=O)n2C)n1C,15,12,9,-8,0.9,-2,3,-14,-6
Cc1ccnc(NS(=O)(=O)c2ccc(-n3cccn3)cc2)c1,3,2,-12,-7,-1.8,-4,0,4,-12
O=C(c1ccco1)N1N=C2CCCCCC2C1(O)C(F)(F)F (stereo unspecified),-4,15,0,-1,-1.3,2,4,-10,1
O=C(CN(C(=O)c1cc2c(s1)CCC2)C1CCCC1)NCc1cccs1,2,15,11,9,-1.3,-1,16,-14,3
O=C(NCCN1CCN(C(=O)c2ccc(Br)cc2)CC1)c1ccc(Br)cc1,8,5,-2,-8,0.8,-4,-5,5,44*
